USP2a block – inhibitors of human ubiquitin-specific protease USP2a; O75604; USP2 core, Ub-CHOP2 coupled fluorogenic reporter, 485/531; Potency, µM (doses to about 38.3 µM), for inactives: top-dose activity change, negative = inhibition, most hits filed as inhibitors; actives 0.01% (n = 330,000); AID 463254;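 also: potency is read from the fitted curve at half-maximal effect; plate controls were DMSO wells for no effect and full inhibition by NEM control for full effect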
Target sequence (O75604 whole entry, looked up): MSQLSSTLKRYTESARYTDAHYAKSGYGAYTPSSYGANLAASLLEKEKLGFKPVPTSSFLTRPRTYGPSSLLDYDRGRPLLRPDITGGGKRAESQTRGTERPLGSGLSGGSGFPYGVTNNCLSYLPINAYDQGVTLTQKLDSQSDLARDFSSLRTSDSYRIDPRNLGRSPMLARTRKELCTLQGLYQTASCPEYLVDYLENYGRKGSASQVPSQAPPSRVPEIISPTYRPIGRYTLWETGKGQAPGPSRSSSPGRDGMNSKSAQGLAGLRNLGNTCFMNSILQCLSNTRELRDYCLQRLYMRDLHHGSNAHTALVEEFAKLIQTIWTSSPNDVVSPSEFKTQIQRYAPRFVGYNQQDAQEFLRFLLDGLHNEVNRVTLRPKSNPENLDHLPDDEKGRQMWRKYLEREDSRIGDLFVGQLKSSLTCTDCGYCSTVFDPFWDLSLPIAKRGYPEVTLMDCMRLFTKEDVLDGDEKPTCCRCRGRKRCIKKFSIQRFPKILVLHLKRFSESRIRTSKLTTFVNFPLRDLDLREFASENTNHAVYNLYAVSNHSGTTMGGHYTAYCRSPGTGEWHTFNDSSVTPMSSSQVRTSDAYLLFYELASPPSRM
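Deubiquitinase activity read as fluorescence (485/531 nm) after Ub-CHOP2 cleavage activates the enterokinase reporter on its substrate; USP2 core 10nM, Ub-CHOP2 and substrate 25nM each, 30min compound preincubation then 60min RT; data normalized to NEM, curves fitted.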
Eya2 phos inh – Eya2 (human) phosphatase inhibition; O00167; recombinant Eya2, OMFP fluorescence dephosphorylation (OMFP is methylfluorescein phosphate); Potency, µM (highest dose often 76.9 µM), for inactives: top-dose activity, negative = inhibition, most hits filed as inhibitors; actives 0.006% (n = 330,000); also: potency is read from the fitted curve at half-maximal effect; % is scaled to controls: 0 for no effect and ±100 for the full control effect
Target sequence (O00167 whole entry, looked up): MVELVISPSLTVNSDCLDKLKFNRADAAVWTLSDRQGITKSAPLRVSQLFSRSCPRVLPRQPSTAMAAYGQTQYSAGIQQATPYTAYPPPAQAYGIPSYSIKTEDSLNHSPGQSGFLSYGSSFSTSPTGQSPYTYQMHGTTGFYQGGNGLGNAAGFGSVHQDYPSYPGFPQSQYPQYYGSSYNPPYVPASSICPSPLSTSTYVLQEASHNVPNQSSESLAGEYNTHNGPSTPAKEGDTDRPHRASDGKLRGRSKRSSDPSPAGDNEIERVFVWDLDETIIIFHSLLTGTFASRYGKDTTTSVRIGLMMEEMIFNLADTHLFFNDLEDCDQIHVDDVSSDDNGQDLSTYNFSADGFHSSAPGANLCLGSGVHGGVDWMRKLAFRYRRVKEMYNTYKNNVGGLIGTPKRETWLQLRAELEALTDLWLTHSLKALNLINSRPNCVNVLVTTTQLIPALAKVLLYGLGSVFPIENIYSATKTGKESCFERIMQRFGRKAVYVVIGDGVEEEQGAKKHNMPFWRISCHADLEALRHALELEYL
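Eya2 protein (added as 0.2 uM solution) was preincubated with compound for 10 min at ambient temperature in 50 mM HEPES pH 7.5, 50 mM NaCl, 5 uM MgCl2, 0.05% BSA, 1 mM DTT. OMFP (added at 50 uM) then reacted 10 min; fluorescence read at 485/525 nm.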
MBNL1-CUG inh – inhibitors of human MBNL1 binding to CUG repeat RNA; TR-FRET MBNL1-His/biotin-(CUG)12 binding, 665/545 ratio; actives 0.036% (n = 280,000); Q9NR56; Potency, µM (titrated, usually from 57.5 µM), for inactives: at the highest dose activity change, negative = inhibition, actives largely listed as inhibitors; active = well fitted inhibition curve with a large enough effect in the signal ratio, with a control signal flat, not every such curve was filed as active; inconclusive = small, poorly fitted or top-dose-only effect, or effect the other way, or a change in a side signal; inactive = no such curve, though single readings can be large or run the other way; the % refers to the signal ratio; also: potency is read from the fitted curve at half-maximal effect; % is scaled to controls: 0 for no effect and ±100 for the full control effect
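TR-FRET between His-tagged MBNL1 and biotin-(CUG)12 RNA, detected with Tb anti-His antibody (0.055 ng/ul) and streptavidin-XL665 (5 nM), 60 min at room temperature. Compounds titrated 92 nM to 58 uM; 665/545 nm ratio normalized to buffer and complex controls.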
hERG WT inh – KCNH2 (human, wildtype) channel inhibition; Q12809; U2OS, BacMam KCNH2, thallium flux FluxOr; active compounds read low; activity change, % at 1.84 µM; actives 0.37% (n = 340,000); AID 720551;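 active = maximum activity change below -70%; inconclusive = maximum activity change between -70% and -50%; inactive = maximum activity change above -50%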; also: % is scaled to controls: 0 for no effect and ±100 for the full control effect
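U2OS cells were transduced with wild-type KCNH2 virus (2.03 x 10^8 / mL) for 4 h at room temperature, then cultured overnight at 37 C. Thallium flux was read with FluxOr dye. Rate constants were normalized to DMSO controls.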
PKM2 act – activators of human pyruvate kinase M2; purified PKM2, Kinase-Glo ATP luminescence, activation; response scale: 0% is enzyme alone, no compound; P14618; actives 0.34% (n = 260,000); Potency, µM (top dose mostly 57.5 µM), without a hit: at the top dose activation, usual class: activators; also: potency is read from the fitted curve at half-maximal effect; % is scaled to controls: 0 for no effect and ±100 for the full control effect; nearly all actives have a fitted effect of over 55% in size
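Purified hPK-M2 (>95% pure) converted ADP (0.1 mM final) to ATP with 0.5 mM PEP in 50 mM imidazole pH7.2, KCl, MgCl2, Tween 20, BSA; 1 h at room temperature. ATP detected by Kinase-Glo luminescence.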
Mito fusion act – mitochondrial division inhibition or fusion activation; S. cerevisiae fusion-defective mutant growth rescue, CellTiterGlo 48 h; AID 485298; Potency, µM (series often up to 46.1 µM), inactives show at the highest dose growth rescue (activation), usual class: activators; actives 0.23% (n = 320,000);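 also: potency is read from the fitted curve at half-maximal effect; % of control where 0% means no effect; nearly all actives have a fitted effect of over 45% in size; temperature-sensitive fusion mutants such as fzo1-1 at 37 °C on non-fermentable ethanol glycerol medium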
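Growth-rescue viability read-out: after 48 h at the non-permissive 37C in glycerol/ethanol YPEG, yeast mitochondrial fusion mutants are measured by CellTiterGlo luminescence; compounds (23 nl pinned per well) restoring growth score as division inhibitors or fusion activators.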
TSHR antag – human thyrotropin receptor antagonism. P16473. TSHR-expressing cells, TSH-stimulated cAMP HTRF, 2 h; active compounds read low. activity change, negative = inhibition, % at 11.5 µM. actives 0.2% (n = 330,000). AID 504810;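 active = activity change below a set negative limit, meaning inhibition stronger than a set level, cut at about -70% in these data; inconclusive = activity change between two set negative limits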; also: % is scaled to controls: 0 for no effect and ±100 for the full control effect
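Inhibition of cAMP made by TSHR-expressing cells under TSH stimulation (4nM final, EC80; 2 h, 37 deg C) is quantified with a one-step lysis HTRF kit, anti-cAMP cryptate versus cAMP-d2.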
S-ASM inh – blocks human secretory acid sphingomyelinase. Potency, µM (titrated, usually from 57.5 µM), for inactives: top-dose activity change, negative = inhibition, actives largely listed as inhibitors. placental ASM, HMU-PC fluorogenic substrate, 60 min. AID 504937. P17405. actives 0.006% (n = 340,000); also: potency is read from the fitted curve at half-maximal effect
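Fluorescence read-out (Ex 386 nm, Em 447 nm) after stopping the reaction at pH 10. Enzyme: ASM from human placenta; substrate HMU-PC0, 9 uM final; 60 min, 37 °C. Compound preincubation 10 min, ambient temperature.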
GALK inh – inhibitors of human galactokinase; P51570; Purified GALK, Kinase-Glo residual ATP luminescence; Potency, µM (highest dose often 57.5 µM), for the others: at the highest dose activity change, negative = inhibition, hits mostly inhibitors; actives 0.007% (n = 270,000); AID 1868; also: potency is read from the fitted curve at half-maximal effect; % is scaled to controls: 0 for no effect and ±100 for the full control effect
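The enzyme phosphorylates galactose (100 uM) using ATP (35 uM); inhibition is detected as higher residual ATP, quantified by bioluminescence after 1 h reaction at room temperature, pH 8.0.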
Chronic BCR inh – blocks chronic active B-cell receptor signaling. AID 493014. Potency, µM (highest dose often 46.1 µM), for the others: at the highest dose ratio change, negative = lower green/red ratio, most hits filed as inhibitors. ABC-DLBCL IkBa-CBG/CBR reporter, luminescence ratio, 4 h. actives 0.05% (n = 340,000); active = well fitted inhibition curve with a large enough effect in the signal ratio, with a control signal flat, not every such curve was filed as active; inconclusive = small, poorly fitted or top-dose-only effect, or effect the other way, or a change in a side signal; the % refers to the signal ratio;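 also: potency is read from the fitted curve at half-maximal effect; plate controls were basal doxycycline-induced cells for no effect and cells given 10 µM MG132 for full effect; MG132 reads +100%, hits lower the ratio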
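Doxycycline induced both beetle luciferases in TMD8 lymphoma cells; IKK-driven degradation limits the IkappaBalpha-fused green signal, while red luminescence normalises for cell number and nonspecific effects. Compounds tested up to 46 uM, 4 hrs.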
Menin-MLL TR inh – inhibitors of human menin-MLL interaction, mutant MLL peptide; Menin + Texas Red MLL mutant peptide, fluorescence polarization; Potency, µM (series often up to 61.6 µM), for inactives: top-dose FP activity change, negative = inhibition, usual class: inhibitors; actives 0.23% (n = 270,000); AID 1768; active = well fitted inhibition curve with a large enough effect in the polarisation, with a control signal flat, not every such curve was filed as active; inconclusive = small, poorly fitted or top-dose-only effect, or effect the other way, or a change in a side signal; inactive = no such curve, though single readings can be large or run the other way; the % refers to the polarisation; also: potency is read from the fitted curve at half-maximal effect; % of control where 0% means no effect; many of its hits are not listed in these tables
Active calls of the source: *; i = inactive; ? = inconclusive; . = no result given; [ ] = another dose, or the depositor's remark. Unless noted, calls follow the shape of the dose curve; as a rule, active = well fitted curve in the direction sought with a large enough effect; inconclusive = small, poorly fitted or top-dose-only effect, or another doubt; inactive = no such curve, though single readings can be large; an effect the other way counts as inactive or inconclusive. Only part of the results is shown; the hit share may differ from the screen's.

SMILES | USP2a block | Eya2 phos inh | MBNL1-CUG inh | hERG WT inh | PKM2 act | Mito fusion act | TSHR antag | S-ASM inh | GALK inh | Chronic BCR inh | Menin-MLL TR inh
Nc1nc(Cl)cc(N2CCC(c3cc(-c4ccc(Cl)cc4)n[nH]3)CC2)n1 | -0.9% | 2.6% | 5.3% | 0.8 | 2.5% | -19.8% | -37.8 | ? | -4.5% | ? | 15.4%
CC(C)(C)c1csc(Sc2ncccc2[N+](=O)[O-])n1 | 4.9% | 12.7% | ? | 1.9 | -5.6% | -8.4% | -1.9 | -10.0% | 3.3% | ? | .
Cc1ccccc1Cn1c2ccccc2c2cn[nH]c(=O)c21 | 1.8% | 5.8% | 3.4% | -3.3 | 14.4% | 7.1% | -3.6 | -6.9% | 0.4% | -9.4% | -11.2%
Cc1noc(NS(=O)(=O)c2ccc(NC(=O)c3oc4ccc(Cl)cc4c3C)cc2)c1C | -2.0% | -1.8% | -14.6% | 3.4 | 3.8% | 0.4% | 1.4 | . | -13.3% | 0.8% | ?
COC(=O)c1ccc(-c2nc(O)c(C)s2)cc1 | 3.4% | 21.2% | 12.2% | i | 6.3% | -2.7% | -7.5 | 10.6% | -3.8% | -2.3% | -4.2%
O=C(c1ccncc1)N1CCN(S(=O)(=O)c2cccc(Cl)c2)CC1 | 1.1% | 3.7% | . | 6.1 | . | -2.5% | -3.9 | 1.6% | . | 4.1% | .
Nc1nc(Nc2ccccc2)nc2c1ncn2[C@@H]1O[C@H](CO)[C@@H](O)[C@H]1O | . | -7.4% | . | 5.9 | . | -9.3% | -20.1 | 1.3% | . | . | .
O=C(NNc1nc2c(F)cccc2s1)c1cc(=O)c2ccccc2o1 | -1.5% | 1.5% | -9.4% | -2.0 | 1.3% | -0.1% | 9.4 | -3.1% | -1.3% | ? | ?
CN1CCN(S(=O)(=O)c2ccc(NC(=O)c3ccc(F)cc3)cc2)CC1 | 1.3% | -13.5% | -5.0% | 1.4 | -2.3% | -5.3% | -2.5 | 0.0% | -0.4% | 0.2% | 15.8%
N#Cc1ccc(C(=O)Nc2nc(-c3cccs3)c(C(=O)C(F)(F)F)s2)cc1 | 3.3% | -5.4% | 107.2%[activator] | -5.2 | 0.6% | ? | -47.6 | -5.5% | . | 0.6% | 26.7%
O=C1NC(Cc2ccccc2)c2nc3cc(F)ccc3c(=O)n2-c2cc(Cl)ccc21 (stereo not drawn) | -1.1% | 4.9% | . | . | . | 0.3% | 0.0 | . | . | ? | .
CC1(C)CC(=O)C=C(NNC(=O)c2cccnc2)C1 | ? | 16.7% | -4.9% | -1.2 | 1.8% | 6.2% | 9.3 | -2.5% | -0.8% | ? | .
CC(=O)c1ccc(S(=O)(=O)N2CCc3ccccc3C2)cc1 | 2.8% | 6.2% | -2.4% | -3.3 | 14.1% | 4.3% | -5.7 | -1.3% | 3.4% | ? | -5.5%
COc1ccc(CNC(=O)CN2C(=O)COc3ccc(S(=O)(=O)N4CCOCC4)cc32)cc1 | -7.0% | 2.2% | -2.7% | -4.7 | . | -7.7% | -9.0 | -0.1% | -2.2% | ? | 1.4%
Cc1cc(C(=O)NNC(=O)CCN2CCN(c3ccccc3)CC2)c2ccccc2n1 | 3.4% | 0.4% | 3.0% | -5.5 | -3.4% | 3.7% | 11.5 | 3.3% | -0.7% | 1.9% | 4.3%
OCCNCC1(O)C2CC3CC(C2)CC1C3 (stereo not drawn) | 0.8% | 14.3% | -8.8% | -7.8 | 6.3% | -1.2% | 5.8 | 4.1% | -3.3% | 0.1% | 16.0%
Cc1ccc(Cl)cc1NC(=O)c1ocnc1C | 0.4% | 4.9% | -0.2% | -0.2 | 2.4% | 1.2% | 1.7 | 0.6% | 1.0% | -19.9% | -17.8%
Cc1ccc2cc(CN(Cc3nnnn3Cc3ccco3)CC3CCCO3)c(=O)[nH]c2c1C (stereo not drawn) | -1.3% | -2.3% | 6.9% | -32.3 | 21.5% | -1.3% | -4.2 | -0.8% | 2.5% | -12.6% | 0.4%
CCCSc1cc(N2CCN(C)CC2)nc(-c2ccc(OC)cc2)n1 | -0.6% | 4.5% | -4.6% | -26.1 | -0.4% | 10.9% | -1.2 | -17.6% | -0.4% | ? | 1.0%
CCOc1cc(C(=O)Nc2ccc(S(=O)(=O)N3CCCCC3)cc2)ccc1OCC(=O)N1CCOCC1 | -3.5% | -2.3% | . | -4.1 | . | 3.3% | -18.6 | -0.4% | . | 0.0% | .
Nc1ccc(-c2c3ccc(=O)cc-3oc3cc(O)ccc23)cc1C(=O)O | ? | ? | ? | -4.2 | . | -2.0% | -2.6 | -1.7% | -4.9% | ? | 12.5%
O=C(NC1CC1)C1=C[C@H](c2ccc(C(F)(F)F)cc2)C[C@H](OCc2ccc(CO)cc2)O1 | 1.5% | -14.2% | -4.5% | -3.3 | 4.2% | 2.2% | -5.4 | -3.7% | -1.7% | 0.6% | -1.2%
CCc1ccc(C2=NN(C(=O)CCC(=O)O)C(c3cccs3)C2)cc1 (stereo not drawn) | -0.2% | -2.8% | 20.8% | -11.4 | -3.5% | 2.1% | -20.0 | -2.9% | 4.5% | 10.1% | 3.2%
COc1ccc(S(=O)(=O)N2CCOCC2)cc1NC(=O)COC(=O)C1=COCCO1 | -0.9% | 0.7% | -7.0% | 1.9 | -4.3% | 1.0% | 1.2 | 2.1% | 7.3% | ? | .
COc1ccc(C(=O)NNC(=O)c2ccc3ccccc3c2O)cc1 | 2.6% | 6.7% | -3.6% | -5.8 | 0.2% | 1.6% | 9.2 | 5.4% | 3.1% | -4.3% | 3.1%
O=[N+]([O-])C1=CC=C2C(=NC3(CCCCC3)N2O)C1=NC1CCCCC1 | 0.2% | -3.8% | 20.5% | 4.5 | -4.6% | -0.2% | 9.6 | -1.7% | 7.4% | 3.4% | 0.9%
O=C(Cc1ccccc1)O/N=C1\CCCc2ccccc21 | 0.0% | 3.3% | 6.9% | -11.5 | 5.7% | 1.9% | 24.9 | 7.4% | 1.2% | 8.7% | ?
O=C(CSc1nc(-c2ccccc2)cc(C(F)(F)F)n1)NCc1cccs1 | 1.4% | -8.2% | . | -0.9 | -6.4% | 3.2% | 14.8 | -1.4% | -0.2% | 5.7% | -11.8%
CCN(CC)c1ccc(S(=O)(=O)N2CCOCC2)cc1NC(=O)CSc1ccccc1 | -2.7% | -12.3% | . | 13.5 | . | 28.9% | -10.8 | -2.1% | . | 5.7% | .
O=C(N/N=C/c1ccc(O)cc1)c1ccncc1 | -0.7% | -26.6% | 3.8% | 6.5 | . | 9.3% | 15.0 | 0.6% | 0.0% | 1.1% | ?
CCCCC(=O)N1CCN(c2nc3ccc(Br)cc3s2)CC1 | -3.9% | -1.8% | 2.5% | 9.6 | . | 1.6% | -42.7 | -7.0% | 1.8% | 14.2% | .
CCN(CC)S(=O)(=O)c1cccc(C(=O)Nc2ccccc2C(=O)N2CCOCC2)c1 | -0.6% | 1.5% | 3.2% | -2.9 | -0.1% | -6.6% | 1.6 | -1.7% | 1.1% | ? | -10.6%
CSc1sc(-c2ccnc(SCCS(C)(=O)=O)n2)c(-c2ccccc2)c1C#N | -2.2% | 13.3% | 13.8% | -1.6 | 6.2% | 1.3% | -4.2 | . | . | -31.1% | .
COc1ccc(NC(=O)COC(=O)Cc2ccc(-c3ccccc3)cc2)c(OC)c1 | -1.0% | -10.7% | -7.0% | -0.7 | -1.0% | 5.0% | -14.5 | -11.6% | -1.1% | ? | -10.4%
CCOc1ccc(NC(=O)C2CCN(C(=O)NCc3ccccc3)CC2)cc1 | 4.4% | 11.3%[15.4 µM] | -4.7% | 1.8 | -2.4% | -1.9% | -7.3 | -0.3% | 0.7% | 0.7% | -8.4%
